S1P3 antagonist – S1P3 (human) receptor antagonism. CHO S1P3 NFAT-BLA reporter, FRET fluorescence, antagonist mode. 0.27% of 170,000 active. inhibition, % at 4.98 µM. Q99500;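 active = inhibition above the plate cutoff, the mean inhibition of test wells on that plate plus 3 SD, cut at about 28% in these data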;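 note: cells challenged with S1P at its EC80 of 0.8 µM; blue over green emission ratio from cleaved BLA substrate after 4 h stimulation; 0% = S1P-stimulated wells and 100% = unstimulated DMSO-only wells; some compounds past the cut are filed as inactive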
Target sequence (Q99500 whole entry, looked up): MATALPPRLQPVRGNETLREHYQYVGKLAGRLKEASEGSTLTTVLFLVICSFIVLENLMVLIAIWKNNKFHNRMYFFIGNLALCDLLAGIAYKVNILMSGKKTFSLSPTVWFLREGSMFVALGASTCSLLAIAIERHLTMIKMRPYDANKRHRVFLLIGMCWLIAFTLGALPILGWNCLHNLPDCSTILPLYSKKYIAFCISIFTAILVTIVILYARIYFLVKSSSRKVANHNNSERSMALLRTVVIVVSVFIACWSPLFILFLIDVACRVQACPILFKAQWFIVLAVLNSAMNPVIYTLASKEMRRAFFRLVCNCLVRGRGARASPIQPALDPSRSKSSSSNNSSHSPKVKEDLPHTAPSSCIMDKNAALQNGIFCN
Hsp70 activator – Hsp70 transcriptional activation, primary screen | HeLa Hsp70 promoter luciferase reporter, luminescence; scaled: vehicle 0, proteasome-inhibitor control 100% | activation, % at 10 µM | 0.04% of 200,000 active | AID 1203;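 active = activation above the mean across all tested compounds plus 3 SD, cutoff set per campaign, cut at about 5.5% in these data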;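 note: 100% = MG132 at 30 µM as the positive control and 0% = DMSO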
G6PDH counter – counter-screen for G6PDH assay hits: L. mesenteroides G6PDH inhibition | Purified L. mesenteroides G6PDH, diaphorase/resazurin coupled fluorescence, 45 min | 0.12% of 200,000 active | AID 1020 | inhibition, % at 5 µM
Diaphorase act – activates diaphorase or chemically reduces, flagging diaphorase assay artifacts; AID 1229; Diaphorase/resazurin coupled assay, resorufin fluorescence, 16 min; active compounds read high; 1 = vehicle wells, 0 = NADH-free wells; 0.005% of 190,000 active; activation factor at 20 µM;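 active = diaphorase activity raised at least twofold by the compound at 20 µM; inactive = activation factor below 2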
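Material: purified diaphorase enzyme from Clostridium kluyveri / Medium: HEPES pH 7.4 buffer with MgCl2 and Tween 20 / Schedule: enzyme reaction of 16 min at room temperature / Measured by: resorufin fluorescence, excitation 544 nm, emission 590 nm / Evaluation: rise in resorufin formation, marking diaphorase activation or chemical reduction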
RAM inhibit – blocks the yeast RAM network; S. cerevisiae dse1pr::URA3 reporter, 5-FOA growth OD615, 2 d; analog-sensitive cbk1-as2 kinase mutant strain; inhibition, % at 50 µM; 1.8% of 190,000 active;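 active = inhibition above a set limit, 3 SD over mean compound inhibition, cut at about 8.4% in these data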;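 note: 0% = DMSO-only wells with no growth and 100% = 10 µM 1-NA-PP1 full growth; inhibition rescues growth on 5-FOA so higher OD means more RAM inhibition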
PMI act – phosphomannose isomerase (human) activation; purified human PMI, coupled resazurin fluorescence, 20 min; active compounds read high; 1 = vehicle control, 0 substrate-free wells; P34949; activation factor at 20 µM; 0.005% of 190,000 active;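 active = activation factor of 2 or more at 20 µM, relative to plate controls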
Target sequence (P34949 whole entry, looked up): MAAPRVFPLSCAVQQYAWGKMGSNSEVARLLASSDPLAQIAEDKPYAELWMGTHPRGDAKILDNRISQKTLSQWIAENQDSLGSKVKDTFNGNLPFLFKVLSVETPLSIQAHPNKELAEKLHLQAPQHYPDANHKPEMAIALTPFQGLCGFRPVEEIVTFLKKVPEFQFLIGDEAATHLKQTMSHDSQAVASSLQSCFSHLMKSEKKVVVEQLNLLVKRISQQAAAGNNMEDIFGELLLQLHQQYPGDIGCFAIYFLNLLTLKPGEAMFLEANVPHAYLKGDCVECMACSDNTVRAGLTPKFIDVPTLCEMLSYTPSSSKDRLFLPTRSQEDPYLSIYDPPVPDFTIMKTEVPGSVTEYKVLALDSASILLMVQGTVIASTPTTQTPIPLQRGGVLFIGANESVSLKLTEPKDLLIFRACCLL
TLR4 MyD88 comp – inhibitors of human TLR4-MyD88 binding | 0.18% of 200,000 active | inhibition, % at 8.4 µM | HeLa CL3-4 TLR4/MyD88 BLA complementation, FRET ratio; in the data active = inhibition above about 25%;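 note: 0% = vehicle and 100% = reference inhibitor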
Diaphorase inh – diaphorase inhibition or chemical oxidation counter-screen. diaphorase resazurin-to-resorufin fluorescence, NADH, 16 min; bacterial (C. kluyveri) enzyme, not human. inhibition, % at 20 µM. 0.69% of 190,000 active;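 active = primary screen inhibition at 20 µM above a set limit, cut at about 50% in these data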;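 note: plate controls were DMSO with full reaction for no effect and wells lacking NADH for full effect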
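controls = No-NADH positive control and DMSO neutral control | system = Clostridium kluyveri diaphorase enzyme | timing = reaction incubation of 16 min at room temperature | signal = resorufin fluorescence 544/590 nm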
Redox H2O2 prof – compounds producing H2O2 with reducing agent – biochemical, NIH compound library profiling, artefact control for MLSCN library redox annotation, primary screen. DTT-dependent redox cycling H2O2, phenol red/HRP absorbance; 100% = 100 µM peroxide control, 0% = buffer. activation, % at 10 µM. 0.03% of 200,000 active. AID 878;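 active = activation of at least 50% relative to the plate's high and low controls in the primary single-dose screen; inactive = activation below 50%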;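 note: compound incubated with DTT at 0.8 mM final as the reducing agent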
PMI act hi M6P – increases human PMI activity with near-saturating mannose 6-phosphate. P34949. coupled PMI enzyme assay, resazurin fluorescence, 20 min; active compounds read high; 1 = untreated enzyme, 0 = substrate-free blank. activation factor at 20 µM. 0.34% of 190,000 active;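 active = activation factor of 2 or more at 20 µM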
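Test system: human phosphomannose isomerase with PGI, G6PDH, diaphorase coupling enzymes; Amount: PMI at 15 ng/mL final; Reagent: Mannose-6-phosphate 1.0 mM (near-saturating) plus 0.22 mM NADP+; Timing: 20 min, room temperature; Technique: resorufin fluorescence at Ex 544/Em 590 nm; Dosing: 20 µM single dose.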
L major viab – reduces viability of Leishmania major promastigotes. resazurin fluorescence viability. inhibition, % at 10 µM. 9% of 200,000 active;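 note: promastigotes grown with compound for 44 hours at 28 °C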
Active calls of the source: *; / = no result given. Cut-off read from the data, not from the text of the source, unless noted: active = inhibition above about 50%; inactive = the rest.

SMILES	S1P3 antagonist	Hsp70 activator	G6PDH counter	Diaphorase act	RAM inhibit	PMI act	TLR4 MyD88 comp	Diaphorase inh	Redox H2O2 prof	PMI act hi M6P	L major viab
COc1ccc(S(=O)(=O)N2CCOCC2)cc1OC	-3	-0.2	1	1	3.9	1.1	-10	-2	-0.5	1.1	-1
COC(=O)c1cn(-c2ccccc2)c(=O)c2ccccc12	-14	-0.4	3	1	2.5	1	2	5	-2.7	1	-2
c1ccc2oc(-c3csc(NCC4CCCO4)n3)cc2c1 (stereo not drawn)	-19	-0.3	-1	0.8	1.4	0.9	0	19	-2.0	0.9	16
COc1ccc(C(=O)CN2CCN(c3ccc(F)cc3)CC2)cc1OC	-22	-0.3	3	0.9	0.1	1.2	-10	5	2.2	1.2	-3
O=C(Nc1ccc2oc(-c3ccncc3)nc2c1)c1ccccc1F	22	0.5	-4	0.9	2.3	1	0	11	-1.2	1	7
COc1ccc(S(=O)(=O)NCC2CCCN(C(=O)CN3CCCCC3)C2)cc1 (stereo not drawn)	-12	0.4	10	0.9	1.5	0.9	4	10	0.8	0.9	-4
CCCC1=C(C(=O)OCC)C(c2ccc(NC(C)=O)cc2)NC(=O)N1 (stereo not drawn)	19	-0.2	3	0.8	3.4	1	17	15	1.0	0.9	-5
CCOC(=O)CNC(=O)CNC(=O)c1ccc(OCC(C)C)cc1	/	-0.1	5	0.8	1.2	1	12	16	-2.2	1	1
c1ccc(-c2ccnc3ncnn23)nc1	-7	0.1	17	0.9	-0.8	0.9	-9	8	-0.1	0.9	7
Cc1ccc(OC(C)C(=O)Nc2ccc(S(=O)(=O)Nc3cc(C)on3)cc2)cc1 (stereo not drawn)	/	-0.1	2	0.8	1.8	0.9	-3	16	0.0	0.9	-8
COc1ccc(-c2nnc3sc(C4CCCCC4)nn23)cc1OC	16	-0.3	0	0.8	-1.4	0.8	-10	17	1.2	1	33
Cc1cc(=O)oc2cc(OC(=O)c3nn(C(C)C)c(=O)c4ccccc34)ccc12	-12	0.0	15	0.8	5.6	1.1	-9	17	0.1	1.2	-3
O=C(NCCc1nc2ccccc2[nH]1)c1ccc(F)cc1	-18	0.1	-6	0.9	1.1	0.8	10	12	2.6	0.9	-2
COCCn1c(SCC(=O)OC(C)C)nnc1-c1ccccc1	-16	-0.2	6	0.8	0.1	0.9	-10	17	0.2	0.9	-5
CN1CCC(=NNC(=O)C(=O)Nc2ccccc2F)CC1	-4	0.2	-6	0.9	1.6	1	16	11	-0.5	1	-5
Cc1cccc(NC(=O)Cn2nnc(-c3ccc(CN4CCCC4)cc3)n2)c1C	-8	-0.2	5	0.9	0.6	1	-16	6	3.6	1	22
COc1ccc(/C(O)=C2/C(=O)C(=O)N(c3ncccn3)C2c2ccc(OC)cc2)cc1 (stereo not drawn)	-16	-0.5	8	1	4.0	1.2	0	4	-0.6	1.1	-8
CCc1ccc(-n2c(SCC(=O)Nc3cc(C)[nH]n3)nc3[nH]ncc3c2=O)cc1	11	-0.1	5	0.9	3.1	1	-16	8	1.7	1	-2
CCC(C)NC(=O)N[C@@H](CCSC)C(=O)O (stereo partly drawn)	3	-0.3	0	0.9	0.3	1	-2	9	-2.1	1	-5
O=C(CN(c1ccc(F)cc1)S(=O)(=O)c1ccc2c(c1)OCCO2)NCc1ccncc1	/	-0.3	3	0.8	1.1	0.9	9	18	-7.1	0.9	92*
CN1CCC(N(C)C(=S)Nc2ccc(SC(F)F)cc2)CC1	2	-0.5	11	1	0.3	1	0	-2	-0.1	1.1	76*
O=C(Nc1ccccn1)c1ccc([N+](=O)[O-])cc1Cl	-16	-0.2	-7	0.9	1.0	1	-2	5	0.0	1	-8
Cc1ccc(/C=C2\SC(=S)N(CC(=O)Nc3ncc(Cc4ccccc4Cl)s3)C2=O)cc1	/	-0.1	14	0.9	5.2	1.1	6	10	-3.9	1	-6
CC1(C)CCCC(C)(C)N1CC(O)COCCOc1ccc(Br)cc1 (stereo not drawn)	3	0.0	23	1	-0.7	0.9	-3	3	1.4	1	4
CC(=O)Nc1ccc(NC(=O)CSc2ccc(-c3ccco3)nn2)cc1	-24	-0.1	1	0.4	2.2	0.8	-4	59*	1.2	0.7	-3

Ordered by the number under TLR4 MyD88 comp (highest first): 3 from the list above
SMILES	TLR4 MyD88 comp
CN1CCC(=NNC(=O)C(=O)Nc2ccccc2F)CC1	16
CCC(C)NC(=O)N[C@@H](CCSC)C(=O)O (stereo partly drawn)	-2
CCc1ccc(-n2c(SCC(=O)Nc3cc(C)[nH]n3)nc3[nH]ncc3c2=O)cc1	-16

(next part)
SMILES	S1P3 antagonist	Hsp70 activator	G6PDH counter	Diaphorase act	RAM inhibit	PMI act	TLR4 MyD88 comp	Diaphorase inh	Redox H2O2 prof	PMI act hi M6P	L major viab
Cc1ccc(S(=O)(=O)C(C)C(=O)NCCS(=O)(=O)c2ccc(Cl)cc2)cc1 (stereo not drawn)	9	-0.2	6	1	-0.4	1.1	3	-4	-1.7	1.1	-4
CCc1ccc(CCC(=O)Nc2nccs2)o1	-27	-0.2	4	1	3.0	1	-1	-3	-0.1	1	-5
COCCCNC(=O)Cn1cc(C(C)=O)c2ccccc21	-7	-0.3	0	0.9	1.4	0.9	-8	13	0.6	0.9	-1
N#CC1=C(N)C2=CCCC[C@H]2[C@H](c2ccccc2)C1(C#N)C#N	-9	0.7	3	0.8	1.1	0.8	-18	16	-1.0	0.6	31
CCOc1ccccc1NC(=O)CSc1nnnn1-c1ccccc1	/	-0.3	9	1	0.2	1	-6	-2	-0.2	1	19
O=C(NN=C1CCN(Cc2ccccc2)CC1)c1ccccc1	-7	-0.4	-7	0.9	-0.5	0.9	8	12	0.3	1	-8
CCN(CC)CCN(C)Cc1ccc(Br)cc1	/	-0.2	-3	1	1.3	1.1	7	-4	0.1	1.1	89*
CS(=O)(=O)c1ccccc1-c1nnc(-c2ccc(Cl)cc2)o1	-1	-0.2	1	0.9	0.0	0.9	12	12	0.0	0.9	6
COc1ccc(/C=N/OCC(=O)N(Cc2ccccc2)c2ccccc2C(=O)O)cc1	-17	0.1	14	0.9	0.7	0.9	-7	8	-0.3	1	-3
Cc1nc(N2CCOCC2)sc1C=O	-14	-0.2	11	0.8	3.8	1	-4	16	-0.6	1	-5
COCc1cc(C)nc(N2CCN(Cc3ccccc3)CC2)c1C#N	/	-0.2	6	1	0.5	0.9	-7	1	3.0	0.9	-1
O=C1CCCN1CCC1CCN(C2CC(=O)N(c3ccc(F)cc3)C2=O)CC1 (stereo not drawn)	17	-0.2	10	0.9	0.9	0.9	0	9	0.4	0.9	-9
CCOC(=O)c1cc(NC(=O)c2ccco2)ccc1N1CCOCC1	-6	0.0	10	0.8	-0.1	0.9	-7	15	-0.9	1	0
COCCN(C(=O)C(=O)NC1CCCC1)C(C(=O)NC1CCCC1)c1ccccc1F (stereo not drawn)	-20	-0.1	8	1	-0.3	0.9	-2	3	-0.1	1	-1
Cc1cnc([N+](=O)[O-])n1CCOC(=O)NC(=O)c1ccc(C(F)(F)F)cc1	7	-0.3	1	0.9	1.1	1	8	6	-0.7	1	2
O=C1CCC(/C=C/c2ccccc2)=NN1Cc1ccc(Cl)c(Cl)c1	/	0.3	1	0.8	13*	0.9	3	20	0.2	0.9	-7
COc1cc(OC)c(C2=NOC(C(=O)NCCc3ccccc3)C2)cc1Cl (stereo not drawn)	/	0.2	1	0.9	2.4	1	-1	10	0.2	1	41
COc1cccc(NC(=S)N2CCCC2)c1	-11	-0.3	1	1	0.0	1.1	-15	0	0.1	1	76*
Cc1ccc2nc(C)c(C(=O)N/N=C/c3ccc(C(=O)O)cc3)cc2c1	-4	-0.3	21	0.6	1.4	0.9	14	40	0.6	0.9	-3
CCC(C)NC(=O)CCc1c(C)nc2nc(-c3cc(OC)cc(OC)c3)nn2c1C (stereo not drawn)	/	0.1	5	0.9	0.8	0.9	1	14	2.2	0.9	3
CCOc1cc(C2Nc3ccccc3C(=O)N2c2ccccc2)c(Br)cc1OCC(=O)O (stereo not drawn)	-5	-0.1	-1	1	8.1	1.2	7	2	-0.2	1.2	-8
C=CCN(C(=O)CNC(=O)c1ccco1)C(C(=O)NC1CCCCC1)c1ccccc1F (stereo not drawn)	-20	-0.3	3	0.9	-0.1	1	-3	11	0.1	1	35
O=C(NC1CCCC1)C(c1ccncc1)N(C(=O)Cc1cccs1)c1ccccc1 (stereo not drawn)	2	-0.2	0	0.8	1.4	0.9	-4	15	-0.2	0.9	-2
CCn1cc(C(=O)OCC(=O)c2cc(C)n(-c3ccc(OC(F)F)cc3)c2C)c(=O)c2ccc(C)nc21	-1	-0.3	2	0.8	3.6	0.9	-13	21	-0.3	1	-10
O=C(COC(=O)C1COc2ccccc2O1)NC(=O)Nc1ccc2c(c1)OCCO2 (stereo not drawn)	-19	0.5	13	0.9	3.4	1	-2	11	-0.4	1	0
O=C(Nc1ccn(Cc2c(F)c(F)cc(F)c2F)n1)c1cccc(Cn2cc([N+](=O)[O-])cn2)c1	/	-0.1	4	0.9	2.6	0.9	-2	11	-1.7	0.9	3

Whole records, looked up by structure.
C=CCN(C(=O)CNC(=O)c1ccco1)C(C(=O)NC1CCCCC1)c1ccccc1F (stereo not drawn) across the screens: S1P3 antagonist = -20; Hsp70 activator = -0.3; G6PDH counter = 3; Diaphorase act = 0.9; RAM inhibit = -0.1; PMI act = 1; TLR4 MyD88 comp = -3; Diaphorase inh = 11; Redox H2O2 prof = 0.1; PMI act hi M6P = 1; L major viab = 35
COCc1cc(C)nc(N2CCN(Cc3ccccc3)CC2)c1C#N across the screens: S1P3 antagonist = /; Hsp70 activator = -0.2; G6PDH counter = 6; Diaphorase act = 1; RAM inhibit = 0.5; PMI act = 0.9; TLR4 MyD88 comp = -7; Diaphorase inh = 1; Redox H2O2 prof = 3.0; PMI act hi M6P = 0.9; L major viab = -1

Screening data: PubChem BioAssay, several laboratories
